IDE inh – human IDE inhibitors in live cells, primary screen, fluorescence polarization, HEK cells, FAbetaB substrate | FAbetaB cleavage | Insulin-degrading enzyme (Homo sapiens), P14735 | AID 434962, 2010 | inhibition, % at 5.59 µM | 320,000 tested, 0.41% active;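 active = percent inhibition above the average of all tested compounds plus 3 SD, set per screening campaign, cut at about 16% in these data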;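 also: IDE supplied by intact live HEK cells; FP after avidin binding of uncleaved biotin substrate so inhibition keeps polarization high; 0% = DMSO wells and 100% = 60 µM reference IDE inhibitor Ii1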
IMP-1 inhibitor – IMP-1 metallo-beta-lactamase inhibitors, primary screen, biochemical, epi-absorbance readout, Pseudomonas aeruginosa enzyme | metallo-beta-lactamase IMP-1 (Pseudomonas aeruginosa) | purified IMP-1, nitrocefin hydrolysis, epi-absorbance fluorescence | inhibition, % at 5.6 µM | 290,000 tested, 0.45% active;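 active = inhibition above the mean plus 3 SD of all compounds in the same screening run, cut at about 4.5% in these data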;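 also: 0% = IMP-1 with DMSO and 100% = DMSO wells lacking enzyme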
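system = purified recombinant IMP-1 beta-lactamase | amount = 0.2 nM IMP-1, as dispensed | medium = HEPES buffer pH 7.1 with ZnSO4 and Brij 35 | times = 25 °C, 15 min preincubation, 25 min reaction | detection = plate fluorescence quenching by hydrolysis product, ex 480/em 530 nm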
NALP1 yeast inh – NALP1 inflammasome inhibitors in reconstituted yeast, colorimetric, S. cerevisiae, triplicate retest; 280,000 tested, 0.61% active; S. cerevisiae NALP1/ASC/caspase-1 growth, X-gal OD620, 72 h; inhibition, % at 10 µM; AID 2071, 2009; in the data active = inhibition mostly above about 24%, no sharp cut-off; inactive = mostly below about 32%; also: some compounds called inactive have numbers as strong as hits
PfM18AAP inh – PfM18AAP inhibitors, malaria aminopeptidase, primary screen, biochemical, QFRET, recombinant enzyme; M18 aspartyl aminopeptidase (Plasmodium falciparum 3D7); H-Glu-NHMec fluorogenic cleavage; inhibition, % at 7.35 µM; 290,000 tested, 1.2% active;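 active = inhibition above the campaign mean inhibition over all tested compounds plus 3 SD, cut at about 28% in these data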;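 also: 0% = plate median of test compound wells and 100% = 2 mM ZnCl2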
IDE cell activ – human IDE activators in live cells, primary screen, fluorescence polarization, HEK cells, FAbeta-B substrate. Insulin-degrading enzyme (Homo sapiens), P14735. FAbeta-B cleavage; 0% vehicle, 100% cell-free pure enzyme wells. 340,000 tested, 0.073% active. activation, % at 5.96 µM;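 active = activation above the mean of all tested compounds plus 3 SD, set per screening campaign, cut at about 17% in these data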
GPR7 antag – GPR7 receptor antagonists, primary screen, cell-based, fluorescence, single concentration; inhibition, % at 4.4 µM; AID 1861, 2009; GPR7-expressing cells, fluorescence antagonist assay; Neuropeptides B/W receptor type 1 (Homo sapiens), P48145; 290,000 tested, 1.1% active; in the data active = inhibition above about 16%, passing the limit was not always enough;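 also: cells stimulated with the agonist NPW; 0% = agonist with vehicle and 100% = vehicle without agonist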
Target sequence (P48145 whole entry, looked up): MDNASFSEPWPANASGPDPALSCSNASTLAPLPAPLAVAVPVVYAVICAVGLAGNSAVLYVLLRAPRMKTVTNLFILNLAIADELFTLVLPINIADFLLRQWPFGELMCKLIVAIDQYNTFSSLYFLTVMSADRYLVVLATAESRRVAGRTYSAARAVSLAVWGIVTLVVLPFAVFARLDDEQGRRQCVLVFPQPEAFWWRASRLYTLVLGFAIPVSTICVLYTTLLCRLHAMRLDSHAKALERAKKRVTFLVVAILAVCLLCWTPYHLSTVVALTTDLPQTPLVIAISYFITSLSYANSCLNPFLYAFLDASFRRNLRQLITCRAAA
pCIP destab – p/CIP-EGFP fusion destabilizers, primary screen, fluorescence, F442A cells | 16 h | decrease of EGFP signal, % at 10 µM | 290,000 tested, 0.01% active;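 active = EGFP signal decrease of at least 30% at 10 µM or well 3 SD below plate mean, unless failing retest; inactive = the rest, including hits failing retest or dose response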; also: some compounds called inactive have numbers as strong as hits; many of its hits are not listed in these tables
PHOSPHO1 inh – PubChem AID 1565 | inhibition, % at 13.3 µM | recombinant PHOSPHO1, absorbance phosphatase assay | 290,000 tested, 1.1% active; in the data active = inhibition above about 60%
Target sequence (Q8TCT1 whole entry, looked up): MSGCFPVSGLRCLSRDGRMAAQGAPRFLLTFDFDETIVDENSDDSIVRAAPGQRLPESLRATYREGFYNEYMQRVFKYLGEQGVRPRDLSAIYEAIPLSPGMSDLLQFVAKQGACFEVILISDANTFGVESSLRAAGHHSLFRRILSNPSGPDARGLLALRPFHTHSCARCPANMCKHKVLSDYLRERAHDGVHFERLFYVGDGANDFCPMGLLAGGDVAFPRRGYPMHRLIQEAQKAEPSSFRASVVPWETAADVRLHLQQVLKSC
VIM-2 inh – VIM-2 metallo-beta-lactamase inhibitors, primary screen, biochemical, epi-absorbance readout, Pseudomonas aeruginosa enzyme; 290,000 tested, 0.89% active; inhibition, % at 5.6 µM; purified VIM-2, nitrocefin hydrolysis, epi-absorbance fluorescence;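 active = inhibition above the mean of all tested compounds plus 3 SD, cutoff set per screening run, cut at about 7.5% in these data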;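 also: red hydrolysis product quenches plate fluorescence so inhibitors raise well fluorescence; 0% = enzyme with DMSO and 100% = DMSO without enzyme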
* marks the source's active call; other numbers are inactive results; · = no result given. Rows are unselected, and some 5.3% of all compounds hit somewhere here.

SMILES	IDE inh	IMP-1 inhibitor	NALP1 yeast inh	PfM18AAP inh	IDE cell activ	GPR7 antag	pCIP destab	PHOSPHO1 inh	VIM-2 inh
COCCNC(=O)C(c1ccc(OC)cc1)N(C(=O)Cn1nnc2ccccc21)c1cccnc1 (configuration not stated)	2	-3.1	10	3	3	-2	-11	19	-2.7
O=C(CNC(=O)c1ccco1)Nc1ccc(F)cc1	-5	-1.8	-1	0	1	-8	2	0	-1.3
COc1ccc(NS(=O)(=O)c2cc(NC(=O)Cc3cccs3)ccc2C)cc1	-1	-0.7	16	-11	-2	15	-3	0	1.4
COc1ccccc1N1C(=O)CC(N2CCN(c3ccc([N+](=O)[O-])cc3)CC2)C1=O (configuration not stated)	2	-4.2	2	-1	0	-1	6	50	-2.2
N#Cc1nc(COc2ccccc2F)oc1NCCc1ccccc1	4	-1.1	18	3	4	7	-3	0	-1.0
CC(=O)c1cccc(NC(=O)c2cnn3ccccc23)c1	-1	-2.5	34	0	11	-4	-2	12	-3.6
Cc1nc(CN2CCN(C(=O)NC3(c4ccccc4)CC3)CC2)cs1	1	-1.4	6	-5	3	-8	7	34	-3.5
COc1cc(OC)c2c(=O)cc(-c3ccccc3)oc2c1	7	-1.3	2	5	4	-25	-9	48	-0.8
COC(=O)c1ccccc1NC(=O)N1CCN(S(C)(=O)=O)CC1	6	-2.8	10	4	-2	-2	-7	5	-2.2
COc1ccc(NC(=O)CN2CCCN(S(=O)(=O)c3ccc(F)cc3)CC2)c(OC)c1	7	-1.9	5	-8	2	-5	8	-13	-1.0
CC(=O)Nc1ccc(S(=O)(=O)NCCCN2CCOCC2)cc1	10	-5.1	-11	-1	5	-6	-11	14	-6.0
Cc1ccc(S(=O)(=O)NCC(=O)NC2CCCCCC2)cc1	-2	-2.6	21	0	0	-1	-2	1	-2.2
CCCN1CCC(NC(=O)C2CCCCC2C(=O)O)CC1 (configuration not stated)	0	-3.1	-4	-5	0	-6	-10	11	-2.6
Cc1cc(Cl)ccc1C(=O)C1CCCN(C(=O)c2ccc3ncccc3c2)C1 (configuration not stated)	7	-3.8	1	5	0	3	-12	28	-1.3
COc1ccc(CNC(=O)C2CCN(S(=O)(=O)c3ccc(Br)s3)CC2)cc1	5	-2.0	13	4	0	-12	0	32	-1.7
O=C(O)c1ccc(/C=N/n2c(C3CCCCC3)n[nH]c2=S)cc1	-6	-3.0	-18	30*	-3	-9	7	·	4.7
CCN(C(=O)CSc1nnc(-c2ccccc2)n1C)C1CCS(=O)(=O)C1 (configuration not stated)	-2	-0.7	6	-4	4	-8	12	52	-1.4
O=C(N/N=C/c1cc([N+](=O)[O-])ccc1O)NC12CC3CC(CC(C3)C1)C2	-5	-2.1	18	-6	0	1	4	1	-0.5
Fc1ccc(CN2CCCCCCC2)cc1F	6	-3.1	12	5	4	-8	-9	27	-3.8
O=[N+]([O-])c1cccc(S(=O)(=O)NCC2CC3CCC2C3)c1 (configuration not stated)	4	3.6	7	13	-4	38*	3	3	0.5
CCOc1cc(CNCc2ccc3c(c2)OCO3)ccc1OC	·	-1.8	-2	3	1	-19	-10	46	-1.1
COc1cccc(CN(C)C(=O)C2CCC(=O)N(Cc3cccc(F)c3)C2)c1 (configuration not stated)	0	-1.5	-7	-4	4	4	2	-34	-1.5
N#Cc1c(N)nc2c(c1-c1ccc(Br)s1)CCCC2	1	-4.0	14	0	2	-5	-11	-9	-2.0
COC(=O)CCCC1=CC2=C(c3ccccc3)C(=O)C(C)(OC(=O)C3CCCC3)C(=O)C2=CN1C1CC1 (configuration not stated)	0	·	·	·	4	·	-8	26	·
Cc1ccc(NC(=O)CN2CCc3ccccc3C2)cc1C	-1	-1.6	·	1	7	-7	1	·	-2.8

(more compounds)
SMILES	IDE inh	IMP-1 inhibitor	NALP1 yeast inh	PfM18AAP inh	IDE cell activ	GPR7 antag	pCIP destab	PHOSPHO1 inh	VIM-2 inh
COc1ccc(CN2C(=O)c3cccnc3C2=O)cc1S(=O)(=O)NCc1ccco1	2	-0.1	5	4	3	-11	-1	32	-3.9
O=C(O)c1ccc(N=Cc2c(O)ccc3ccccc23)cc1	-1	-1.2	0	3	3	-20	0	10	1.9
COc1ccc(S(=O)(=O)NC2CC3CCC2C3)cc1Br (configuration not stated)	2	-0.6	10	1	0	-8	10	8	-0.1
CCn1cc(/C=C(/C#N)S(=O)(=O)c2ccccc2)cn1	3	-0.3	14	-4	-1	-1	4	-1	-2.3
COc1ccc(NC(=O)c2sc(SC)nc2N)cc1	4	-2.0	8	-7	-2	8	0	7	-2.1
CCOc1ccc(-n2c(C)c(C(C)=O)c3cc(OC(C)=O)ccc32)cc1	-4	-1.5	7	5	0	-11	-17	36	-1.6
S=c1[nH]nc(-c2ccco2)n1/N=C/C=C/c1ccccc1	6	-4.2	-4	12	-4	-8	4	63*	4.9
O=C(COC(=O)C1CC2C=CC1C2)NCc1ccc(F)cc1 (configuration not stated)	-4	-2.3	26	2	0	3	-5	-5	1.1
O=C1C(Cl)=C(N2CCCCCC2)C(=O)N1c1ccc(Cl)cc1	-4	-1.7	6	8	-2	-21	-14	14	-1.3
CC(C)c1ccccc1NC(=O)COC(=O)C1(C)CC1(Cl)Cl (configuration not stated)	-1	-4.3	1	-7	3	-7	-2	12	0.2
O=C(COc1ccccc1)Nc1ccccc1Cl	3	-1.9	5	-5	-2	11	1	23	0.1
CC(C)C(=O)Nc1cccc(NC(=O)c2cccnc2)c1	8	-1.5	8	-10	4	-7	-1	34	-2.7
Cc1ccc(S(=O)(=O)N2CCN(S(=O)(=O)N3CCC(C)CC3)CC2)cc1C	-5	-4.7	15	3	2	-3	-1	22	-3.7
Cc1nnc(NC(=O)CSc2nccn2Cc2ccccc2)s1	4	-2.5	-4	-2	0	-6	22	13	-1.3
O=[N+]([O-])c1ccc(-c2ccc(S(=O)(=O)NCCN3CCCC3)cc2)cc1	-5	-2.1	15	-1	13	-15	12	12	1.3
COCCNC(=O)CSc1ccccc1C(=O)NC1CCSc2ccccc21 (configuration not stated)	-1	-0.1	12	1	0	2	-14	28	-0.3
O=C1CC(NN2CCCCC2)C(=O)N1c1ccccc1 (configuration not stated)	-1	-2.7	-3	7	0	-3	-23	19	1.5
O=C(CCN1C(=O)c2ccccc2C1=O)Nc1ccc(-c2nc3ccccc3o2)cc1	-3	-0.1	22	-3	0	-4	-13	0	-1.1
COc1ccc(Cl)cc1NS(=O)(=O)c1ccc(OC)c(OC)c1	1	-2.8	11	-2	3	-6	-11	-17	-1.8
COc1ccc(C(=O)NC(C)Cn2nc(C)cc2C)cc1OC1CCN(C(C)=O)CC1 (configuration not stated)	·	-2.2	8	2	-2	-7	-1	37	-2.1
Cc1ccc(CNC(=O)CCc2nnc3ccc(NCCCN4CCCC4=O)nn23)cc1	4	-1.4	13	-7	0	-7	-17	28	-3.0
Cc1csc2ncc(C(=O)Nc3ccccc3F)c(=O)n12	6	·	·	·	5	·	3	13	·
O=C(NCc1cccs1)c1cc2c(s1)CCCC2	-1	-1.5	-5	-2	5	3	1	10	-0.2
CC(CS(=O)(=O)c1ccc2ccccc2c1)N1CCN(C2CCCCC2)CC1 (configuration not stated)	·	-0.6	·	1	·	8	·	·	-0.8
O=[N+]([O-])c1cc(C(F)(F)F)ccc1NCCCCNS(=O)(=O)c1ccc(Cl)cc1	-3	0.4	23	-11	0	0	0	-12	-1.1

(listing goes on)
SMILES	IDE inh	IMP-1 inhibitor	NALP1 yeast inh	PfM18AAP inh	IDE cell activ	GPR7 antag	pCIP destab	PHOSPHO1 inh	VIM-2 inh
N#Cc1c2c(c(NCCOCCO)n3c1nc1ccccc13)CCCC2	-2	-2.2	2	-2	3	-10	12	44	5.7
O=C(NCCCOc1cccc(CN2CCCCC2)c1)c1ccc(Cl)c(Cl)c1	0	-2.4	44	4	-2	12	2	-6	-0.7
CC(=O)Nc1cccc(-n2nnc(SCC(=O)c3ccccc3)n2)c1	0	-0.6	12	-10	-2	4	-6	28	1.5
CS(=O)(=O)NCc1nnc(SCc2ccccc2C(F)(F)F)o1	-3	0.7	1	0	4	7	-19	15	-1.3
CCc1ccc2oc(-c3cc(N)ccc3O)nc2c1	4	-3.0	2	5	-6	-13	-3	2	-7.7
CCS(=O)(=O)Nc1ccc(Cc2ccncc2)cc1	4	-1.6	-4	-1	-4	-7	-44	-6	-3.4
O/N=C(/c1ccccc1)c1cc2cc(Br)cc(Br)c2o1	-2	-1.6	11	-8	1	3	-10	·	-2.3
Cc1cccc(N(CC(=O)NC(C)(C)C)C(=O)CS(=O)CC(=O)Nc2ccc3c(c2)OCO3)c1 (configuration not stated)	7	-3.1	13	1	3	-9	-11	39	-2.2
CCOC(=O)c1ccc(N2C(=O)CC(NNC(=O)c3ccc(Br)s3)C2=O)cc1 (configuration not stated)	5	-2.6	-1	2	·	-8	2	4	-2.3
O=S1(=O)CC(O)C(Nc2ccccc2)C1 (configuration not stated)	-1	-4.0	·	-2	0	-4	-10	1	-2.4
COc1cccc(-c2nc(NCc3cccnc3)c3ccccc3n2)c1O	·	-0.1	15	-1	-1	0	-3	9	3.9
O=C(NCCCN1CCCCCC1)C1CCCN(S(=O)(=O)c2cccc3nsnc23)C1 (configuration not stated)	1	0.0	12	1	3	12	-7	-35	1.4
N#CCC(=O)NNC(=S)NC(=O)C(c1ccccc1)c1ccccc1	1	-4.7	1	16	-3	-8	-20	-92	-4.0
CCOC(=O)c1cc[nH]c1C	-3	1.0	-10	-11	4	3	-3	-13	1.1
COCCOC(=O)C1=C(C)NC(=O)NC1c1ccco1 (configuration not stated)	6	-1.7	9	3	·	-11	-2	8	-1.7
COc1ccc(CCN2CC(C(=O)O)CC2=O)cc1OC (configuration not stated)	6	-3.1	3	8	-1	-9	9	5	0.3
COc1ccc(CC(=O)Nc2ccc3c(c2)C(=O)N(CCC(=O)O)C3=O)cc1	1	-0.9	16	-4	2	-13	-4	24	-1.0
COc1ccc(NC(=O)Nc2nnc(-c3ccccc3SCc3ccccc3)s2)cc1	-4	-3.2	-10	7	0	-10	-4	9	-1.0
CCn1c(CNC(=O)c2ccccc2F)cc2cc(C)ccc21	·	1.1	10	-1	5	0	3	24	0.5

Entries above containing an NH in an aromatic ring:
SMILES	IDE inh	IMP-1 inhibitor	NALP1 yeast inh	PfM18AAP inh	IDE cell activ	GPR7 antag	pCIP destab	PHOSPHO1 inh	VIM-2 inh
O=C(O)c1ccc(/C=N/n2c(C3CCCCC3)n[nH]c2=S)cc1	-6	-3.0	-18	30*	-3	-9	7	·	4.7
S=c1[nH]nc(-c2ccco2)n1/N=C/C=C/c1ccccc1	6	-4.2	-4	12	-4	-8	4	63*	4.9
CCOC(=O)c1cc[nH]c1C	-3	1.0	-10	-11	4	3	-3	-13	1.1

Bioassay records: PubChem BioAssay, several laboratories
